Tb hexokinase = Trypanosoma brucei hexokinase 1 inhibitors, primary screen, biochemical, G6PDH-coupled NADH absorbance, MLSCN library; hexokinase 1 [Trypanosoma brucei]; recombinant TbHK1, G6PDH-coupled NADH A340; inhibition, % at 10 µM; 0.11% of 220,000 active; AID 1430, 2008;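 active means inhibition of 50% or more in the single-dose primary screen; inactive means inhibition below 50%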
EBV gp42 block = Epstein-Barr virus gp42 inhibitors, primary screen, biochemical, uHTS, fluorescence polarization; Fluorescence polarization binding assay, mP read-out; inhibition, % (tested at 21.74 µM); Glycoprotein 42 (Epstein-Barr virus (strain AG876)), Q1HVG2; 0.42% of 220,000 active; in the data active means inhibition above about 50%
Target sequence (Q1HVG2 whole entry, looked up): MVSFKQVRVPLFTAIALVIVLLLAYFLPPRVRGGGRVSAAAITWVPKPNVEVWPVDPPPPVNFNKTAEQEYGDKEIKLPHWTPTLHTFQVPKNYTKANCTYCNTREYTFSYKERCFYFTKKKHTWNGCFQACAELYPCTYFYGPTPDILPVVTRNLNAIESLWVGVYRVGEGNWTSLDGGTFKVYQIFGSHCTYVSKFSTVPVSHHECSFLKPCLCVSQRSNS
Furin inh = human furin inhibitors, primary screen, biochemical, fluorescence intensity; P09958; purified furin, fluorogenic substrate cleavage; inhibition, % at 30 µM; 0.061% of 220,000 active; in the data active means inhibition above about 25%; further: inactives centre near -15
Cl transport mod = KCC2 cotransporter modulators, thallium flux, primary screen, cell-based, HEK293 KCC2, FluoZin-2 fluorescence, MLSMR; Solute carrier family 12 member 5 (Homo sapiens), Q9H2X9; KCC2 cells, thallium flux FluoZin-2 fluorescence; B-score of Tl+ flux slope (higher = more flux/activation; lower = inhibition) at 10 µM; 2.2% of 190,000 active; AID 1456, 2008;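 active means thallium flux slope and its plate-corrected score both differing from the plate sample mean at a set confidence after two filtering rounds, in either direction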;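 further: slope of fluorescence scaled to starting intensity during 10 to 20 s after thallium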
Calpain2 inh = inhibitors of pig calpain II, primary screen, biochemical, fluorogenic peptide substrate, 1536-well; purified calpain II, 30 min; inhibition, % at 16 µM; 0.37% of 220,000 active; AID 1236, 2008;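 active means inhibition above about 50%, limit read from the data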
TRPML3 ag = human TRPML3 channel agonists, primary screen, cell-based, HEK293 TRPML3-YFP, Fluo-8 calcium fluorescence, 3 µM. Mucolipin-3 (Homo sapiens), Q8TDD5. 100% = the carbachol control signal. activation, % at 3 µM. 0.29% of 220,000 active. AID 1448, 2008;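 active means activation above its plate's cutoff, the mean activation of the plate's test wells plus 3 SD, cut at about 12% in these data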;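 further: 0% = DMSO only wells and 100% = carbachol wells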
Target sequence (Q8TDD5 whole entry, looked up): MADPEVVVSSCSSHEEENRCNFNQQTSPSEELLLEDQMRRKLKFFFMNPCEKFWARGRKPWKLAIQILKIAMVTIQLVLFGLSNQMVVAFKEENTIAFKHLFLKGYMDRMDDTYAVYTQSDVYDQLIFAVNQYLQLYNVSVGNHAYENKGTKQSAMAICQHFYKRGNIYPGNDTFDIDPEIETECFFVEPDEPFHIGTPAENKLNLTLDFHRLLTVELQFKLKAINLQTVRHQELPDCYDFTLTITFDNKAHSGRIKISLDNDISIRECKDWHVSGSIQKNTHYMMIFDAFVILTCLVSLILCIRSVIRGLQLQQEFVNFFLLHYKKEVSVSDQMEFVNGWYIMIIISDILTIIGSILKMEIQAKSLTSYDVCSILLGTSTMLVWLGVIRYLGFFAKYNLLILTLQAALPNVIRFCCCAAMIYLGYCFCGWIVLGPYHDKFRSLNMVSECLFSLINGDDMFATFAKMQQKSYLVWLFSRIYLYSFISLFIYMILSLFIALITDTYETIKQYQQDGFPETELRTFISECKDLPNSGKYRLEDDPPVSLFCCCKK
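Test system: TRPML3-YFP stable HEK293 cells. Doses: single point at 3 µM. Incubation: dye loading 1 h 37 °C then 30 min ambient, 125 s read. Signal: Fluo-8 calcium dye fluorescence, ex 470-495, em 515-575 nm. Measure: percent activation from peak-to-basal fluorescence ratio, scaled between DMSO and carbachol.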
Thrombin inh = human alpha-thrombin inhibitors, primary screen, counter-screen for coagulation protease inhibitor project, biochemical, 1536-well, fluorogenic AMC substrate; Boc-VPR-AMC fluorogenic substrate cleavage; inhibition, % at 5 µM; 0.26% of 220,000 active;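 active means inhibition at or above 40%; inactive means inhibition below 40%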;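 further: 0% = enzyme with no compound and 100% = wells without enzyme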
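Assay system: human alpha-thrombin enzyme. Reagent: Boc-VPR-AMC substrate, 15 µM final. Compound dosing: one concentration per compound, 5 µM, with 0.2% DMSO. Incubation: room-temperature reaction. Technique: AMC fluorescence, 355/460 nm. Measure: % inhibition relative to enzyme controls and enzyme-free blanks.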
PPC-1+TRAIL kill = compounds killing PPC-1 cancer cells with TRAIL present, primary screen, TRAIL potentiator project, ATPLite luminescence, uHTS | PPC-1 cells + TRAIL, ATPLite viability luminescence | cell killing (% activity), % at 4 µM | 0.41% of 220,000 active | AID 1443, 2008;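 active means cell killing above 50% in the first pass at 4 µM, then a duplicate retest at 5 µM averaging 50% or more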;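 further: plate controls were cells with TRAIL plus DMSO for no effect and medium-only wells lacking cells for full effect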
zfTRPN1 agonist = zebrafish TRPN1 channel agonists, primary screen, cell-based, HEK293, calcium fluorescence | transient receptor potential cation channel N1 (TRPN1/NompC), Danio rerio | HEK293 zebrafish TRPN1-YFP, Fluo-8 calcium fluorescence; 100% = response to 87 µM carbachol | activation, % at 3 µM | 0.18% of 220,000 active;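 active means activation above its plate's cutoff, the mean activation of test wells on that plate plus 3 SD, cut at about 19% in these data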;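 further: 0% = DMSO alone and 100% = 87 µM carbachol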
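System: zebrafish TRPN1-YFP in HEK293 cells / Dosing: 3 µM single point / Timing: dye loading 1 h at 37 °C, then 30 min room temperature / Signal: Fluo-8 calcium fluorescence, excitation 470-495 nm, emission 515-575 nm / Read-out basis: percent activation from peak over basal fluorescence ratio, control-normalized / Control set: high carbachol 87 µM, low DMSO alone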
An asterisk follows results filed as active; . = not tested or not shown; [ ] = dose if it differs, or a comment.

SMILES	Tb hexokinase	EBV gp42 block	Furin inh	Cl transport mod	Calpain2 inh	TRPML3 ag	Thrombin inh	PPC-1+TRAIL kill	zfTRPN1 agonist
O=C(CN1CCN(C(=O)c2ccco2)CC1)Nc1c2c(nc3c1CCC3)CCCC2	-8	-10	-7	.	-20	0.5	1	8	0.6
CCC(c1nnnn1Cc1cccs1)N1CCN(C(=O)c2ccco2)CC1 (centres undefined)	-3	-18	-31	0.34	-8	1.1	-8	0	0.3
Cc1[nH]n2c(=O)c3c(nc2c1-c1ccc(Cl)cc1)CCC3	-3	-23	6	0.15	-107	0.2	-5	10	-2.3
CC(C)(C)NC(=O)Nc1ccc(Br)cc1	-7	4	-8	-0.15	-16	1.8	-2	-15	3.4
Cc1cc(C(=O)N/N=C/c2cccnc2)cs1	-3	-4	-15	0.32	19	0.7	0	23	-0.9
COc1cc2c(cc1OC)C(c1cccc(C)c1)CC(=O)N2 (centres undefined)	-4	-15	-14	-0.026	31	0.8	-3	4	-1.0
CN(Cc1ccccc1)C(=O)N[C@@H](Cc1ccccc1)C(=O)O	-10	-15	-16	0.39	-15	1.0	-2	-4	-0.3
Cc1cc(NC(=O)Cn2cc([N+](=O)[O-])cn2)no1	1	-12	0	0.33	-23	0.1	-4	1	1.3
Cc1cccc(C(=O)N2CCCCCC2)c1	-2	-2	-25[20 µM]	0.076	11	0.2	-3	0	-0.7
CNC(=O)Nc1ccc(C2SCCS2)cc1	-1	-15	-26	1	-5	0.8	-3	2	1.6
CCCCC(=Nc1ccccc1OC)C1=C(O)CC(c2ccccc2)CC1=O (centres undefined)	6	7	-4	-1.7	-17	0.3	0	9	0.6
C/C(=N\NC(=O)c1n[nH]c2c1CCC2)c1ccco1	-15	-2	-16	0.1	4	0.8	-4	40[5 µM]	1.7
O=S(=O)(NCCCN1CCOCC1)c1ccc2c(c1)OCCO2	3	7	-19	-0.44	10	1.0	-3	8	0.8
Cc1ccc(C(C(=O)NCC2CCCO2)N(Cc2ccccc2)C(=O)c2ccc(-c3ccccc3)[nH]2)o1 (centres undefined)	-9	-8	-23	-2.3	-32	0.2	3	11	1.2
Nc1nc(SCc2ccccc2Cl)n[nH]1	-8	-16	-13[20 µM]	-0.025	-6	-0.2	3	9	-1.2
CC(C)C(=O)Nc1ccc(C(=O)NNC(=O)NC2CCCCC2)cc1	1	-18	-4[20 µM]	.	4	0.8	5	21	-0.7
O=C1NCCN(Cc2cccc(Oc3ccccc3)c2)C1CC(=O)N1CCCO1 (centres undefined)	0	-11	-21	0.15	-58	-0.1	1	11	0.2
Cc1ccn2cc(-c3ccc4c(c3)NC(=O)CO4)nc2c1	-11	-10	-15	0.65	-63	-0.6	-3	47[5 µM]	-0.8
NC(=O)Cc1ccc2c(c1)[nH]c1ccccc12	-5	1	-3	0.66	9	0.1	-3	1	2.0
Cc1cccc(/C=C/c2nc3ccccc3c(=O)n2Cc2ccccc2)c1	-6	-23	-3	0.44	18	0.6	-4	10	-0.6

Arranged by molar mass (lowest first): part of the list above.
SMILES	Tb hexokinase	EBV gp42 block	Furin inh	Cl transport mod	Calpain2 inh	TRPML3 ag	Thrombin inh	PPC-1+TRAIL kill	zfTRPN1 agonist
Cc1cccc(C(=O)N2CCCCCC2)c1	-2	-2	-25[20 µM]	0.076	11	0.2	-3	0	-0.7
Cc1cc(NC(=O)Cn2cc([N+](=O)[O-])cn2)no1	1	-12	0	0.33	-23	0.1	-4	1	1.3
CNC(=O)Nc1ccc(C2SCCS2)cc1	-1	-15	-26	1	-5	0.8	-3	2	1.6
CC(C)(C)NC(=O)Nc1ccc(Br)cc1	-7	4	-8	-0.15	-16	1.8	-2	-15	3.4
COc1cc2c(cc1OC)C(c1cccc(C)c1)CC(=O)N2 (centres undefined)	-4	-15	-14	-0.026	31	0.8	-3	4	-1.0
O=S(=O)(NCCCN1CCOCC1)c1ccc2c(c1)OCCO2	3	7	-19	-0.44	10	1.0	-3	8	0.8
CCC(c1nnnn1Cc1cccs1)N1CCN(C(=O)c2ccco2)CC1 (centres undefined)	-3	-18	-31	0.34	-8	1.1	-8	0	0.3
O=C1NCCN(Cc2cccc(Oc3ccccc3)c2)C1CC(=O)N1CCCO1 (centres undefined)	0	-11	-21	0.15	-58	-0.1	1	11	0.2
O=C(CN1CCN(C(=O)c2ccco2)CC1)Nc1c2c(nc3c1CCC3)CCCC2	-8	-10	-7	.	-20	0.5	1	8	0.6
Cc1ccc(C(C(=O)NCC2CCCO2)N(Cc2ccccc2)C(=O)c2ccc(-c3ccccc3)[nH]2)o1 (centres undefined)	-9	-8	-23	-2.3	-32	0.2	3	11	1.2

The results go on:
SMILES	Tb hexokinase	EBV gp42 block	Furin inh	Cl transport mod	Calpain2 inh	TRPML3 ag	Thrombin inh	PPC-1+TRAIL kill	zfTRPN1 agonist
COc1ccc(NC(=O)C2CCN(c3nc(C)cc(C)n3)CC2)cc1	4	0	-9[20 µM]	-0.29	16	-0.2	5	18	-0.6
CCN1CCN(CCCNC(=O)c2cn(CCOC)c(=O)c3c2c2ccccc2n3C)CC1	-16	-9	-9[20 µM]	-1.7	-93	0.0	-1	-6	-1.1
Cc1ccc(-n2c(CNc3ccc(F)cc3)nnc2SCC(=O)O)cc1	-2	-7	-23	0.29	-16	-0.2	-10	0	0.8
Cc1ccc(C(=O)NNC(=O)CCCN2C(=O)/C(=C/c3ccccc3Cl)SC2=S)cc1	7	-55	-1	0.045	-13	0.2	0	14	0.9
C=CCn1c(CNc2ccccc2)nnc1SCC(=O)N/N=C/c1ccccc1O	-7	-19	-15[20 µM]	-0.066	-3	0.4	2	15	-1.5
Cc1nc(S(=O)(=O)c2cccc(Cl)c2)nc2c1CCC2	-5	-13	-18[20 µM]	-2.4	11	-0.4	-3	0	-1.1
OC(CSc1ccccc1Cl)CN1CCN(c2ccc(F)cc2)CC1 (centres undefined)	2	-14	-26[20 µM]	.	-14	1.2	1	16	0.2
Cc1ccc(-n2ncc3c2ncn2nc(-c4ccco4)nc32)c(C)c1	-4	-14	-23	0.054	-57	0.5	4	15	0.3
CN1c2ccccc2Oc2c(c(=O)n(C)c(=O)n2C)C1c1cccc([N+](=O)[O-])c1 (centres undefined)	-2	-12	-11[20 µM]	-0.75	2	0.3	2	16	-0.5
CC1=C(C(=O)Nc2cccc(C)c2C)C(c2cccs2)NC(=S)N1 (centres undefined)	-9	-13	-8	-0.042	11	0.4	-12	11	-1.9
O=C(Cc1cccs1)Nc1cccc([N+](=O)[O-])c1	1	-8	-27	0.018	-19	1.4	-8	29	1.4
CCc1ccccc1NC(=O)Nc1cccn(Cc2ccccc2F)c1=O	-3	5	-4	1.3	10	-0.6	1	-14	-1.5
c1ccc(C2=NN(c3ccccc3)C(c3ccco3)C2)cc1 (centres undefined)	0	-4	-25	-0.062	-94	-0.9	-33	4	-1.6
O=C(Cn1cnc2ccccc2c1=O)OCC(=O)c1ccc2c(c1)OCCO2	-3	-6	-26	-0.037	-22	0.1	-2	15	1.4
CCc1ccc(N(C(=O)C(F)(F)F)C(C(=O)NC2CCCCC2)c2ccncc2)cc1 (centres undefined)	2	-20	-32[20 µM]	.	10	0.1	-6	28	-0.4
CC(C)(C)NC(=O)c1ccc(Cn2cc(C(F)(F)F)ccc2=O)cc1	-3	-7	-26	0.97	6	0.0	0	5	0.4
COC(=O)c1c(NC(=O)C2C3CCC(O3)C2C(=O)O)sc2c1CCCCCC2 (centres undefined)	5	-9	-14	0.58	2	0.8	-2	27	2.1
COC(=O)CNC(=O)c1cccc(-c2ccc(OC)cc2)c1	8	-2	-5	0.61	12	0.2	3	7	-1.1
CC(=O)Nc1ccc(N/C=C2/CCCC2=O)cc1	-56	-23	1	0.15	11	0.9	-4	9	0.8
COc1ccc(CN2CCCC(C(=O)N(C)Cc3ccccc3)C2)cc1OC (centres undefined)	6	2	-26	.	3	1.4	-7	7	1.8
Cc1nnc(SCC(N)=O)n1CCc1ccccc1	0	-9	-20[20 µM]	0.13	16	-0.1	0	5	0.5
CCOC(=O)c1c(-c2ccccc2Cl)csc1NC(=O)CSc1nc(C)cc(=O)[nH]1	5	-17	-13	-2.3	-18	-0.2	-5	6	-1.3
O=C(COc1ncnc2sccc12)Nc1ccc2c(c1)OCCO2	-2	-30	-24	0.96	-67	0.7	0	19	1.2
NC1=NC(=Nc2cccc(S(=O)(=O)N3CCOCC3)c2)c2ccccc21	-27	-8	-20	-0.16	15	0.3	-11	4	-0.4
O=C(c1ccc(CSc2ccc(Cl)cc2)cc1)N1CCCC1	-1	-7	-17	-0.87	-4	0.1	-7	2	1.8
O=C(O)/C=C\C(=O)Nc1ccccc1C(=O)NCc1ccccc1	-4	-9	-21[20 µM]	0.81	-21	0.7	-4	13	-0.9
CCOc1ccc(-n2c(=S)sc3c(=O)[nH]c(SCC(=O)NC(C)CC)nc32)cc1 (centres undefined)	-32	-12	-2[20 µM]	1.3	-3	0.2	-3	1	-0.7
O=C(CSc1nnnn1C1CCCCC1)Nc1cccc(NC(=O)c2ccco2)c1	4	-5	-13	-1.4	2	0.3	-6	8	0.3
COc1ccccc1CNC(=O)c1cccc(-c2ccc(C)c3ccccc23)n1	7	-2	-8	0.015	34	0.3	30	20	0.8
CCn1c(SCC(=O)c2[nH]c(C)c(C(C)=O)c2C)nnc1-c1cccs1	-14	-18	-16	-1.5	-17	2.6	2	12	8.0
CCN(CC)C(=O)Cn1c(=O)n(-c2ccccc2)c(=O)c2c3c(sc21)CCC3	-10	2	-13[20 µM]	-0.45	13	0.6	-4	13	-0.5
Cc1nn(C)cc1CNC(=O)Nc1ccc(Cl)cc1	3	2	-21[20 µM]	-0.56	5	0.5	-2	26	-0.3
O=c1[nH]c(=O)n(Cc2ccccc2)c2c1CCC2	-2	-1	-22	0.52	-8	1.2	-5	-4	-0.4
COC(=O)c1ccc(OCC(O)CN(CCO)CCO)cc1 (centres undefined)	-1	-10	-26	-1.3	-2	0.2	1	25	1.3

Source: PubChem BioAssay
